MCL1-BIM inh: MCL1-BIM-BH3 interaction inhibition (human); Q07820; 0.68% of 320,000 active; GST-MCL1 / FITC-Bim-BH3 fluorescence polarization; inhibition, % at 10.9 µM;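 active = inhibition above the mean inhibition of all tested compounds plus 3 SD, set per campaign, cut at about 40% in these data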;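 note: 0% = DMSO wells and 100% = unlabeled Bim-BH3 peptide control; higher means more loss of mP so more displacement of Bim peptide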
TPT1 inh: C. albicans TPT1 enzyme inhibition. inhibition, % at 5 µM. recombinant caTPT1, FP RNA substrate dephosphorylation. AID 1962. 0.81% of 300,000 active;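 active = inhibition above the mean of all tested compounds plus 3 SD, set per screening campaign, cut at about 24% in these data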;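 note: plate controls were DMSO alone for no effect and ferristatin control at 100 nM for full effect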
Bcl-xL primary: Bcl-xL (human) inhibition | Q07817 | GST-Bcl-xL / FITC-Bim BH3 peptide fluorescence polarization | inhibition, % at 10.9 µM | 0.7% of 320,000 active | AID 2129;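 active = inhibition above the mean of all tested compounds plus 3 SD, cutoff set per campaign, cut at about 30% in these data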;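 note: 0% = DMSO wells and 100% = unlabeled Bim-BH3 peptide competitor; inhibitors lower millipolarization by displacing the labeled peptide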
Target sequence (Q07817 whole entry, looked up): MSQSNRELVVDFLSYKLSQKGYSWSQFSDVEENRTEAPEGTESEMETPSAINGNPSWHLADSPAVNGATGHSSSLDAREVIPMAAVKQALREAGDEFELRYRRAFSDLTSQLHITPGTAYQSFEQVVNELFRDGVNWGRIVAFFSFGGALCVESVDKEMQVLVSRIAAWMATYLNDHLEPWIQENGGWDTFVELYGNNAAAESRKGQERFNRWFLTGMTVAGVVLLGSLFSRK
PAD4 FP inh: inhibitors of human PAD4; AID 485272; inhibition, % at 6.36 µM; Q9UM07; 0.41% of 330,000 active; recombinant PAD4, RCA probe fluorescence polarization;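 active = percent inhibition above a cutoff equal to the mean of all tested compounds plus 3 SD, cut at about 15% in these data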;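 note: 0% = PAD4 with RCA probe and DMSO and 100% = probe without PAD4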
GSTO1 counter: counter-screen for RBBP9 inhibitors: inhibitors of human GSTO1; recombinant GSTO1, activity-based probe fluorescence polarization; inhibition, % at 5.96 µM; 1.1% of 300,000 active;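 active = inhibition above the campaign mean inhibition plus 3 SD, cut at about 35% in these data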;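 note: 0% = GSTO1-1 with DMSO and 100% = wells lacking GSTO1-1 enzyme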
Target sequence (P78417 whole entry, looked up): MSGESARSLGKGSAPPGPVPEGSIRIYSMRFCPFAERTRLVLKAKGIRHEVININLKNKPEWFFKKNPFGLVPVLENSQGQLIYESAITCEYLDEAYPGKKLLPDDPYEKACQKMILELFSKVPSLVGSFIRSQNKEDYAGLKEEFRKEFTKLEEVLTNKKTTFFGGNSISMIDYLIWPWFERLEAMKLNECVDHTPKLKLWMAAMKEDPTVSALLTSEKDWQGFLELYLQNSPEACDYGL
Fam108B counter: counter-screen for RBBP9 inhibitors: inhibitors of mouse Fam108B | AID 1947 | recombinant Fam108B, FP-Rh probe fluorescence polarization | inhibition, % at 9.51 µM | 0.33% of 300,000 active;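 active = inhibition above the screen mean inhibition plus 3 SD, computed separately per campaign, cut at about 18% in these data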;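 note: inhibitors lower polarization as less probe binds the enzyme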
GLD-1 TGE inh: GLD-1-TGE RNA interaction inhibition (C. elegans). Q17339. purified GLD-1 + fluorescein TGE RNA, fluorescence polarization. inhibition, % at 5.96 µM. 0.44% of 320,000 active. AID 2280;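 active = percent inhibition above a per-plate cutoff, the plate mean of test compounds plus 3 SD, cut at about 30% in these data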;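 note: 0% = DMSO wells with GLD-1 and probe and 100% = wells lacking GLD-1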
MEX-5 binding: C. elegans MEX-5 TCR-2 RNA binding activity | 0.38% of 300,000 active | Q9XUB2 | MEX-5/FITC-TCR2 RNA binding, fluorescence polarization; hits give low values | activity score (negative = inhibition of binding), % at 10 µM;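 active = inhibition past about -25% in most replicates, and total fluorescence under double the plate's negative control median, limit read from the data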;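 note: 0% = DMSO and -100% = 5 µM competing unlabeled TCR2 RNA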
Target sequence (Q9XUB2 whole entry, looked up): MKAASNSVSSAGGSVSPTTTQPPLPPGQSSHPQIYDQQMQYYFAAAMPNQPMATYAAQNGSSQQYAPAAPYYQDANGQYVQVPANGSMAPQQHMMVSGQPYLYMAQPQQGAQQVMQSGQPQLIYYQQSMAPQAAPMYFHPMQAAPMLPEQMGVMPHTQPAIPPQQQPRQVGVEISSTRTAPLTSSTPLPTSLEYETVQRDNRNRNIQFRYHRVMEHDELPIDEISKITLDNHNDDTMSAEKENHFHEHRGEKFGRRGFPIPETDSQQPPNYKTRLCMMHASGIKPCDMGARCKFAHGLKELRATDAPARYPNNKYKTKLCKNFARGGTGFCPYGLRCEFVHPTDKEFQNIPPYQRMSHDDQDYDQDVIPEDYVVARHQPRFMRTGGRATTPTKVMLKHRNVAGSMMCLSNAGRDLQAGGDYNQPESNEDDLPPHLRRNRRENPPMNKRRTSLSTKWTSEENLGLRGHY
PME-1 inh: PME-1 (human) inhibition; Q9Y570; recombinant PME-1, FP-Rh probe fluorescence polarization; inhibition, % at 5.9 µM; 0.53% of 320,000 active; AID 2130;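 active = inhibition above the campaign mean of all compounds plus 3 SD, cut at about 26% in these data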;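 note: competitive labeling of PME-1 active site by serine hydrolase directed probe; 0% = PME-1 with DMSO and 100% = wells lacking PME-1 enzyme; inhibitors block probe labeling so polarization falls and inhibition rises; many of its hits are not listed in these tables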
* marks the source's active call; other numbers are inactive results; . = not tested or not shown; & = joins results of further samples. An excerpt (hit frequency here may not be typical).

molecule	MCL1-BIM inh	TPT1 inh	Bcl-xL primary	PAD4 FP inh	GSTO1 counter	Fam108B counter	GLD-1 TGE inh	MEX-5 binding	PME-1 inh
COc1cc(/C=C(/C#N)c2nc3ccccc3c(=O)[nH]2)ccc1O	-57	102*	-27	-11	2	3	-51	1.9	5
CN(Cc1ccccc1)C(=O)c1ccccc1NC(=O)c1ccco1	6	1	2	0	-5	8	5	-0.3	6
CCOC(=O)/C(=C/Nc1ccc(F)cc1)[N+](=O)[O-]	-3	1	6	-5	2	2	4	0.4	-1
CC(C)(Oc1ccc(Cl)cc1)C(=O)OCC(=O)N1CCCC1	-1	1	2	-3	9	-1	2	0.9	4
COc1ccccc1CCN1CCCC(CN(C)C(=O)c2ccoc2)C1 (stereo not drawn)	6	2	3	-3	-6	-1	3	2.5	-2
O=C(CSc1nc2ccccc2[nH]1)NCC1CCCO1 (stereo not drawn)	3	-2	-3	2	11	0	6	-2.5	-2
O=C(COc1ccc(S(=O)(=O)N2CCOCC2)cc1)Nc1ccccc1Cl	2	0	8	-5	-3	-2	0	1.1	-1
CCOc1cc(NC(=O)C2CC2)c(OCC)cc1NC(=O)c1cc(OC)c(OC)c(OC)c1	-1	-1	0	-1	6	0	-1	-2.2	-2
CCOC(=O)Cn1cnc2sc(C(=O)OC)c(C)c2c1=O	9	2	7	-2	2	2	-1	3.3	5
Cc1cc(C(=O)NCCC2=CCCCC2)no1	-1	0	-2	-3	-6	2	-9	1.6	-2
COC(=O)C1=C(C)NC(C)=C(C(=O)OC)C1C(=O)OC(C)C(=O)c1ccccc1 (stereo not drawn)	27&5	-2	1&3	4&1	8	-3	10&5	-2.1	-4&0
O=C1C(NS(=O)(=O)c2ccc(Br)cc2)=C(N2CCCCC2)C(=O)c2ccccc21	4	-4	11	-15	42*	0	5	-2.8	11
O=C1CCCN2N=C(SCC(=O)Nc3nc4ccccc4s3)SC2=N1	5	-1	12	-2	-3	2	-6	-3.1	-13
O=C(Nc1cc(S(=O)(=O)N2CCCCC2)ccc1N1CCOCC1)c1ccc(C(F)(F)F)cc1	0	.	0	1	.	.	3	.	4
Cc1ccc(C2C(C#N)=C(N)Oc3n[nH]c(-c4cccs4)c32)cc1 (stereo not drawn)	4	-2	7	41*	40*	1	-2	-1.1	-2
COc1ccc2oc(=O)cc(CN3CCOCC3)c2c1	8	1	4	0	6	3	1	-2.1	4
CC(=O)Oc1ccc(C(=O)[C@H]2[C@H]3C(=O)N(c4ccc5ccccc5c4)C(=O)[C@H]3[C@@H]3C=CC=NN32)cc1	-13	7	-6	2	2	-5	9	-0.1	0
O=C(CCC1CCN(C(=O)c2cc(C(F)(F)F)ccc2Cl)CC1)NC1CC1	-1	-3	5	1	4	4	1	1.5	6
CCCCn1c(C)csc1=Nc1cccnc1	6	0	2	-1	2	-1	5	2.3	0
CCOc1ccc(CN(C)C(=O)c2cccc(S(=O)(=O)N3CCCC3)c2)cc1OC	15	.	5	3	.	.	2	.	3
Cc1cc(C)nc(SCc2nnc(SCC(=O)N3CCCc4ccccc43)n2C)n1	-8	-2	-3	-4	4	-4	-8	-0.7	1
COc1ccc(N2C(=O)CC(Sc3nnc(-c4ccccc4F)n3C)C2=O)cc1 (stereo not drawn)	0	0	5	1	4	3	5	0.9	2
COC(=O)C1(C)NC(c2ccccc2OC)C2C(=O)N(c3ccccc3)C(=O)C21 (stereo not drawn)	-1	0	2	-2	0	-1	-4	1.4	2
CSc1ccc(CN(C)CC(=O)NCCc2ccccc2)cc1	-2	2	4	-4	-3	-4	-3	-2.0	-1
COc1cccc(CN2CCN(C(=O)c3ccc(-c4ccccc4)cc3)CC2)c1	9	-2	7	-1	4	2	-11	0.2	2
O=C(Nc1ccccc1C(=O)OCC(=O)c1c[nH]c2ccccc12)c1ccco1	2	1	0	-9	-17	-9	-4	3.4	-14
CS(=O)(=O)Cc1nc2ccccc2oc1=O	2	-8	4	-4	9	1	-3	-2.5	3
Cc1ccc(N2CCCC2=O)cc1S(=O)(=O)N1CCOCC1	3	-2	1	-6	-3	-1	6	1.4	1
CC1(C)CC(N2CCN(c3ccccc3)CC2)=CC(=[N+]2CCCC2)C1	-15	1	-14	-2	7	-4	-2	-0.4	-4
CCCC(=O)Nc1cc2c(cc1C(=O)c1ccccc1)OCCO2	0	-2	1	2	4	0	4	0.3	-8
CCSc1nc2ccccc2n1Cc1nc(N)nc(N(C)C)n1	1	4	0	-4	-3	0	3	0.2	1
CC1CCc2nc3ccc(S(=O)(=O)N4CCC(C(=O)N5CCCCCC5)CC4)cc3c(C(=O)O)c2C1 (stereo not drawn)	8	-1	15	-1	-1	0	7	-2.2	-1
COc1ccc(OCC(=O)OCC(=O)Nc2ccc3[nH]c(=O)[nH]c3c2)cc1	-17	.	-10	3	.	.	-2	.	-2
CCCCC(CC)C(=O)Nc1ccc(S(=O)(=O)N2CCCC2)cc1 (stereo not drawn)	0	-5	8	1	6	-3	1	0.1	2
COc1ccccc1C(C(=O)NCc1ccc(F)cc1)N(C(=O)c1csnn1)C1CC1 (stereo not drawn)	0	-2	1	-1	-3	1	11	0.5	-7
Cc1ccc(SCC2(O)CCN(S(=O)(=O)c3ccc(Cl)cc3)CC2)cc1	2	1	10	2	3	0	3	-1.8	1
CCCCN(C)Cc1cc(=O)oc2ccc3ccccc3c12	2	-4	5	1	-8	0	-3	-0.6	-1
O=C(Oc1ccc(OC(=O)N2CCCCC2)cc1)N1CCCCC1	5	2	3	1	4	1	6	1.2	9
CCn1c(CCNC(=O)c2cccs2)nnc1SCC(=O)NC1CCCCC1	3	0	-2	2	3	-3	8	-2.6	2
O=C(COc1ccccc1-c1ccccc1)NCc1ccco1	3	-3	0	-1	0	0	2	-0.4	-6
Cc1cc(C)n2nc[n+](C)c2n1	-22	6	-20	-6	-3	-10	-8	-1.1	-18
O=C(O)CC12C[C@H]3C[C@@H](C1)CC(n1ncc(N4CCN(c5ccccc5)CC4)c(Cl)c1=O)(C3)C2	4	1	6	1	4	-8	4	1.0	2
CCOc1ccc(CCNC(=O)c2cccc(-n3cnnn3)c2)cc1OCC	-5	.	-4	1	.	.	3	.	1
COc1ccc(OC(=O)c2cn(C)nc2C(F)(F)F)cc1	5	2	4	1	2	5	3	2.8	-28
CCC(CCC(=O)Nc1ccn(-c2ccccc2)n1)C(=O)O (stereo not drawn)	-4	-1	-6	-2	7	0	-6	1.0	1
Cc1nn(C)cc1S(=O)(=O)Nc1ccc(F)c(F)c1	13	-1	2	-2	9	1	4	1.7	0
CCc1cc(C(=O)COc2ccccc2F)c(O)cc1O	16	-4	16	-1	4	3	16	-7.0	-4
Cn1c2ccc(F)cc2c2nc3ccccc3nc21	8	-1	9	0	1	-3	4	0.3	-9
Cc1c(C#N)c(O)n(CCO)c(=O)c1N=Nc1ccccc1	-12	15	-3	2	0	1	-9	-19	-13
Cc1noc(C)c1CS(=O)(=O)c1ccc(Br)cc1	1	0	0	-3	0	1	4	-0.2	-1
Cc1ccccc1-c1nc(CN2CCC(C(=O)NCCCN3CCCC(C)C3)CC2)c(C)o1 (stereo not drawn)	3	-1	1	-3	-3	-1	3	1.0	4
Cc1ccccc1OC(C)C(=O)Nc1ccc(S(=O)(=O)N2CCCC2)cc1 (stereo not drawn)	-3	-1	7	-2	2	-4	8	1.3	4
O=c1cc(O)nc[nH]1	0	0	3	-3	17	1	8	1.5	6
CCn1ncc(Br)c1C(=O)Nc1cc(C)cc(C)c1	-11	34*	3	-1	-2	-3	-6	0.8	2
Cc1cc2nnc(SC(C)C)n2c2ccccc12	-3	4	-4	0	5	0	5	-1.1	-7
Cc1ccc(C)c(OCCCC(=O)N2CCOCC2)c1	5	-1	6	-6	-2	-1	2	0.7	2

The listing continues.
molecule	MCL1-BIM inh	TPT1 inh	Bcl-xL primary	PAD4 FP inh	GSTO1 counter	Fam108B counter	GLD-1 TGE inh	MEX-5 binding	PME-1 inh
CCOC(=O)C1=C(C)N=c2s/c(=C\c3ccc(O)c([N+](=O)[O-])c3)c(=O)n2C1c1ccccc1OC (stereo not drawn)	1	20	11	0	34	28*	-18	0.1	6
Cc1cc(C)c(NC(=O)C2CCCN(S(=O)(=O)c3c(C)noc3/C=C/N(C)C)C2)c(C)c1 (stereo not drawn)	-28	13	-15	-3	0	5	-24	6.4	-2
O=C(CCS(=O)NCc1ccccc1)NCc1ccccc1 (stereo not drawn)	-2	1	6	-1	-1	-4	-4	3.2	4
O=C(N/N=C/c1c[nH]c2ccccc12)c1cc(-c2ccc(-c3ccccc3)cc2)n[nH]1	-4	1	-3	-5	-11	13	1	1.3	-14
CCC(=O)OC1(C)C(=O)C=C2C=C(CCCC(=O)OC)OC=C2C1=O (stereo not drawn)	86*	-11	70*	2	23	5	46*	-31*	5
CC(C)c1csc(CN2CCC(CO)(Cc3cccc(F)c3)CC2)n1	4	-2	2	0	-1	8	15	-1.2	-4
O=C(NCc1ccccc1)N1CCC(Cc2ccccc2)CC1	8	2	3	-4	-1	0	-2	-0.1	-2
COc1cccc(N(C(=O)c2snc(C(N)=O)c2N)C(C(=O)NCc2ccccc2)c2ccc(O)cc2)c1 (stereo not drawn)	1	5	1	2	-3	0	-3	0.6	-1
Cc1ccccc1NC(=O)CSc1nc(Nc2ccccc2)nc(N2CCOCC2)n1	-2	0	2	-3	-9	-6	5	1.6	-1
COc1ccc(C)cc1Nc1n[n+](-c2ccccc2)c(-c2cc(OC)c(OC)cc2Br)s1	7	-3	7	-5	3	2	9	-1.1	3
O=C(NCC1CCCO1)c1ccc(S(=O)(=O)Nc2ccccc2F)cc1 (stereo not drawn)	-4	-3	-3	-5	4	-2	2	2.7	2
O=C(Oc1ccc[nH]c1=O)c1cccc(Cl)c1	0	-2	2	-5	1	2	1	-0.7	5
CSCCC(NC(=O)c1ccco1)C(=O)N1CCCCCCC1 (stereo not drawn)	5	0	4	1	-5	-2	8	-0.2	-4
CC(=O)N1CCN(c2ccc(NC(=O)c3cc4ccccc4o3)cc2)CC1	1	-3	4	0	-5	1	6	-4.8	-5
O=C(CSc1nnc2ccccn12)Nc1ccc(S(=O)(=O)N2CCOCC2)cc1	-4	0	4	1	9	1	-4	-0.1	2
COCCN1CCN(C(=O)c2ccc3nc(Cc4ccc(OC)c(OC)c4)oc3c2)CC1	32	-10	28	-1	-4	1	18	-4.2	-1
O=c1c2ccccc2ncn1-c1cccc([N+](=O)[O-])c1	0	-4	4	-2	2	0	4	0.8	2
Cc1ccc(C)c(N(CC(=O)NC2CCCC2)C(=O)c2csnn2)c1	3	0	1	-3	8	0	-9	-0.9	-4
CCSc1nsc(NC(=O)Nc2ccc(F)cc2F)n1	-1	1	0	1	-24	-4	9	-2.6	-20
O=C(CNc1cccc(S(=O)(=O)N2CCCC2)c1)Nc1cccc(F)c1	-10	4	-2	-3	-1	3	3	-1.0	0
Cc1ccc(CNC(=O)C(N=C2NS(=O)(=O)c3ccccc32)C(C)C)cc1 (stereo not drawn)	-1	.	2	2	.	.	-2	.	9

Screening results from PubChem BioAssay.
